Screening results from PubChem.
G9a inh = inhibitors of human histone lysine methyltransferase G9a; Q96KQ7; G9a H3K9 monomethylation, AlphaScreen, 2 h; Potency, µM (series often up to 102 µM), for the others: at the top dose activity, negative = inhibition, most hits filed as inhibitors; actives 8.8% (n = 350,000); AID 504332; note: % is set by controls: 0 for no effect and ±100 for the full control effect; nearly all actives have a fitted effect of over 75% in size
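AlphaScreen detection with an anti-monomethyl H3K9 antibody quantified product after a 2 h room-temperature reaction containing 500 nM biotinylated H3K9 peptide, 20 µM SAM and 20 nM enzyme, which had been preincubated 15 min with compound.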
Pol kappa inh = DNA polymerase kappa (human) inhibition; Q9UBT6; purified Pol kappa, fluorescent DNA synthesis assay, 10 min; Potency, µM (top dose mostly 107 µM), without a hit: at the highest dose activity, negative = inhibition, usual class: inhibitors; actives 0.53% (n = 400,000); AID 588579; note: % is set by controls: 0 for no effect and ±100 for the full control effect
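50 nM final substrate added after 15 min RT preincubation of 10 nM Pol kappa with compound; fluorescence read at 0 and 10 min.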
Pol iota inh = blocks human DNA polymerase iota activity. Q9UNA4. Pol iota fluorescent replication assay, 10 min. Potency, µM (titrated, usually from 115 µM), without a hit: at the highest dose activity, negative = inhibition, usual class: inhibitors. actives 1% (n = 390,000). AID 588590
Target sequence (Q9UNA4 whole entry, looked up): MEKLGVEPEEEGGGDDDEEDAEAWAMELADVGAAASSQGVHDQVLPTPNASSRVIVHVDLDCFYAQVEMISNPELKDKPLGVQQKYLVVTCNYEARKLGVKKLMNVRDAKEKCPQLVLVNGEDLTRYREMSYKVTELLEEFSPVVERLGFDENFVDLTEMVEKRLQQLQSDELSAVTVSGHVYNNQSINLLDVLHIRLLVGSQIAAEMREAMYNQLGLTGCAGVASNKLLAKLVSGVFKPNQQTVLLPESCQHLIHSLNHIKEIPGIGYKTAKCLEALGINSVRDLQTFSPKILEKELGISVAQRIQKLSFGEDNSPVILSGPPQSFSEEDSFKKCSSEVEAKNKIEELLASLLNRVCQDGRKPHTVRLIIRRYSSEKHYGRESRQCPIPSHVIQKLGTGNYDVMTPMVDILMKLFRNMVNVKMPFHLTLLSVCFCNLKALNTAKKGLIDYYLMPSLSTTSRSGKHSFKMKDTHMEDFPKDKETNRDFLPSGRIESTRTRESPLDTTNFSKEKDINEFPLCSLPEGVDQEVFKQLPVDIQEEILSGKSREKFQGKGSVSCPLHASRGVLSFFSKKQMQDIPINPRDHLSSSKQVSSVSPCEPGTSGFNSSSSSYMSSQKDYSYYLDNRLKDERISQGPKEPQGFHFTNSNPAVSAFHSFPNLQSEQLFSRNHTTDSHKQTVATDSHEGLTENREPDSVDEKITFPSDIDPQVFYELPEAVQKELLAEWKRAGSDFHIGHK
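Pol iota at 10 nM preincubated 15 min with compounds at room temperature; reaction started with fluorescent substrate, 50 nM final. Fluorescence read kinetically at 0 and 10 min; buffer-only wells as negative control.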
Anesthetic bind = binds horse apoferritin like a general anesthetic | AID 485281 | actives 0.074% (n = 350,000) | Potency, µM (doses to about 77.5 µM), for the others: at the highest dose activity change, negative = displacement, hits mostly inhibitors | P02791 | apoferritin/1-aminoanthracene competitive binding, fluorescence; note: % is set by controls: 0 for no effect and ±100 for the full control effect; nearly all actives have a fitted effect of over 20% in size
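Read-out: endpoint 1-AMA fluorescence, excitation 380 nm and emission 535 nm, after compounds sit 10 min at room temperature with 10 uM horse-spleen apoferritin in 50% saturated 1-AMA/PBS. Values come from four-parameter Hill fits.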
BLM inh = Bloom syndrome helicase (human) inhibition | P54132 | actives 0.2% (n = 350,000) | AID 2528 | recombinant BLM DNA unwinding, fluorescence dequenching | Potency, µM (doses to about 56.1 µM), for inactives: at the top dose activity change, negative = inhibition, actives largely listed as inhibitors;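 note: plate controls were vehicle for no effect and no enzyme for full effect; nearly all actives have a fitted effect of over 35% in size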
POLB inh = blocks human DNA polymerase beta activity; P06746; Pol beta primer extension/strand displacement, fluorescence kinetic; Potency, µM (highest dose often 114 µM), for the others: at the highest dose activity change, negative = inhibition, usual class: inhibitors; actives 1.3% (n = 340,000); note: % is set by controls: 0 for no effect and ±100 for the full control effect
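Human Pol beta at 10 nM; strand-displacement substrate 50 nM final. Compound exposure 15 min at room temperature before start, reaction 10 min at room temperature.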
BAZ2B inh = BAZ2B (human) inhibition; AlphaScreen BAZ2B-H3K14Ac peptide displacement; Potency, µM (series often up to 114 µM), for inactives: at the highest dose activity change, negative = inhibition, most hits filed as inhibitors; actives 4.4% (n = 360,000); AID 504333; note: % is set by controls: 0 for no effect and ±100 for the full control effect; nearly all actives have a fitted effect of over 60% in size
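Protein-peptide AlphaScreen: BAZ2B 50 nM, b-H3K14Ac 50 nM, 1x PBS pH 7.4 + 0.01% Tween-20. Preincubation 30 min RT; cpd 30 min RT (top 110 uM); beads 20 min RT, light-protected.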
Pol eta inh = blocks human DNA polymerase eta activity. Q9Y253. recombinant Pol eta, fluorescent DNA replication assay. Potency, µM (top dose mostly 114 µM), for inactives: at the top dose activity change, negative = inhibition, actives largely listed as inhibitors. actives 1.2% (n = 390,000). AID 588591; note: % is set by controls: 0 for no effect and ±100 for the full control effect
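Pol eta at 10 nM preincubated with compounds 15 min at room temperature; reaction started with fluorescent substrate (50 nM final) and read kinetically at 0 and 10 min.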
APE1 inh = inhibitors of human APE1 endonuclease; Potency, µM (highest dose often 65.8 µM), without a hit: at the highest dose activity change, negative = inhibition, usual class: inhibitors; actives 0.35% (n = 350,000); P27695; recombinant APE1, TAMRA/BHQ-2 abasic DNA cleavage fluorescence;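 note: plate controls were vehicle for no effect and reference inhibitor for full effect; nearly all actives have a fitted effect of over 55% in size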
Target sequence (P27695 whole entry, looked up): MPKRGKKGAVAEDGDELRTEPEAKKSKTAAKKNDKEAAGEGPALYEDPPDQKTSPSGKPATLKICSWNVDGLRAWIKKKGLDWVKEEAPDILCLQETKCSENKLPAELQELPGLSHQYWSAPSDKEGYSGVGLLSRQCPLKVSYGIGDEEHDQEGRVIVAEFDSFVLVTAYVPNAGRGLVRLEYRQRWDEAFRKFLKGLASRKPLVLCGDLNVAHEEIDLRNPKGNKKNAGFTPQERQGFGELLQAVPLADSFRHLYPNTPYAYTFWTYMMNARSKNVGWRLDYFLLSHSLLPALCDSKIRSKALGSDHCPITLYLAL
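Incision of a quenched TAMRA/BHQ-2 THF abasic-site duplex (50 nM) by 0.75 nM APE1, after 15 min compound preincubation, measured as fluorescence increase over three 60 s reads. Values normalized to buffer, DMSO and NSC13755 control wells.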
* = called active by the depositor; ? = inconclusive; . = no result given; [ ] = another dose, or the depositor's remark. Calls come from the whole dose curve; as a rule, active = well fitted curve in the direction sought with a large enough effect; inconclusive = small, poorly fitted or top-dose-only effect, or another doubt; inactive = no such curve, though single readings can be large; an effect the other way counts as inactive or inconclusive. Potency is the fitted concentration of half-maximal effect. These rows are one share of the data; the hit share may differ from the screen's.

The line under a structure holds: G9a inh, Pol kappa inh, Pol iota inh, Anesthetic bind, BLM inh, POLB inh, BAZ2B inh, Pol eta inh, APE1 inh
Cc1cc(C)n(S(=O)(=O)c2ccc(Cl)c(Cl)c2Cl)n1
 : -5%[59 µM], -4%, 11%, -14%, -4%, 10%, 54%[activator], -13%, -1%
CC(=O)NS(=O)(=O)c1ccc(NC(=O)c2ccc(Br)o2)cc1
 : -1%[59 µM], -2%, -15%, -12%, 0%, 10%, -4%, -10%, -3%
Cc1ccc(CN2C(=O)C3(c4ccccc42)N(c2cccc(C(F)(F)F)c2)C(=O)CS3(=O)=O)cc1 (stereo unspecified)
 : ?, -1%, 3%, -6%, -7%, 0%, -1%[57.1 µM], -20%, .
COc1cc2nc(NCC(C)c3ccccc3)n3nc(-c4ccccc4)nc3c2cc1OC (stereo unspecified)
 : -21%[59 µM], 9%, 5%, 31%[activator], -7%, 33%, ?, -14%, .
COC(=O)c1ccccc1NC(=O)CSc1ncn[nH]1
 : ., 2%, 23%, -5%, 0%, 20%, 5%, 2%, 1%
C/C(=C\C(=O)c1ccc(Cl)cc1)NCc1ccc2c(c1)OCO2
 : ., -5%, 8%, ?, -1%, ?, 2%, -19%, -10%
c1ccc(-c2nnc(SCC3CCCO3)nc2-c2ccccc2)cc1 (stereo unspecified)
 : ., -12%, 24%, -6%, -9%, 2%, -10%, 1%, 14%
Cc1cc(C(=O)Nc2ccc(S(=O)(=O)N3CCOCC3)cc2)ccc1[N+](=O)[O-]
 : 23%[0.501 µM], -2%, 33%[activator], -22%, -2%, 23%, -10%, -17%, -9%
COc1cc(/C=N/NC(=O)c2ccc3c(c2)OCCO3)cc(Cl)c1O
 : ., -19%, ?, 0%, -4%, -1%, -13%, -2%, 2%
COc1ccc(Cc2nnc(NC(=O)Nc3ccc(C)cc3)s2)cc1OC
 : 23%, 2%, ?, -4%, -12%, 11%, -13%, -7%, -7%

Not a retest: entries from further up.
The line under a structure holds: G9a inh, Pol kappa inh, Pol iota inh, Anesthetic bind, BLM inh, POLB inh, BAZ2B inh, Pol eta inh, APE1 inh
Cc1cc(C)n(S(=O)(=O)c2ccc(Cl)c(Cl)c2Cl)n1
 : -5%[59 µM], -4%, 11%, -14%, -4%, 10%, 54%[activator], -13%, -1%
CC(=O)NS(=O)(=O)c1ccc(NC(=O)c2ccc(Br)o2)cc1
 : -1%[59 µM], -2%, -15%, -12%, 0%, 10%, -4%, -10%, -3%
Cc1ccc(CN2C(=O)C3(c4ccccc42)N(c2cccc(C(F)(F)F)c2)C(=O)CS3(=O)=O)cc1 (stereo unspecified)
 : ?, -1%, 3%, -6%, -7%, 0%, -1%[57.1 µM], -20%, .
COc1cc2nc(NCC(C)c3ccccc3)n3nc(-c4ccccc4)nc3c2cc1OC (stereo unspecified)
 : -21%[59 µM], 9%, 5%, 31%[activator], -7%, 33%, ?, -14%, .
COC(=O)c1ccccc1NC(=O)CSc1ncn[nH]1
 : ., 2%, 23%, -5%, 0%, 20%, 5%, 2%, 1%
C/C(=C\C(=O)c1ccc(Cl)cc1)NCc1ccc2c(c1)OCO2
 : ., -5%, 8%, ?, -1%, ?, 2%, -19%, -10%
c1ccc(-c2nnc(SCC3CCCO3)nc2-c2ccccc2)cc1 (stereo unspecified)
 : ., -12%, 24%, -6%, -9%, 2%, -10%, 1%, 14%
Cc1cc(C(=O)Nc2ccc(S(=O)(=O)N3CCOCC3)cc2)ccc1[N+](=O)[O-]
 : 23%[0.501 µM], -2%, 33%[activator], -22%, -2%, 23%, -10%, -17%, -9%
COc1cc(/C=N/NC(=O)c2ccc3c(c2)OCCO3)cc(Cl)c1O
 : ., -19%, ?, 0%, -4%, -1%, -13%, -2%, 2%
COc1ccc(Cc2nnc(NC(=O)Nc3ccc(C)cc3)s2)cc1OC
 : 23%, 2%, ?, -4%, -12%, 11%, -13%, -7%, -7%

Other results follow.
The line under a structure holds: G9a inh, Pol kappa inh, Pol iota inh, Anesthetic bind, BLM inh, POLB inh, BAZ2B inh, Pol eta inh, APE1 inh
Cc1cc(Cl)ccc1OCc1cc(=O)n2c3c(sc2n1)CCCC3
 : 2%[59 µM], -5%, 48%[activator], -1%, -1%, 2%, -3%, -8%, .
CN(C)/C=C/C(=O)c1ccc(Oc2ccccc2)cc1
 : 8%[12.7 µM], -29%, ?, -20%, -10%, ?, ?, -2%, 0%
CCN(C[C@H]1N[C@@](Cc2ccccc2)(C(=O)OC)[C@H]2C(=O)N(C)C(=O)[C@@H]12)C(=O)c1ccc(F)cc1
 : ., 7%, 14%, ., ., ., ., -23%, 10%
CC(=O)c1cnc(Nc2nc(C)c3cccc(C)c3n2)nc1C
 : -28%, ., ., -8%, 3%, 33%[activator], -4%, ., -3%
COc1ccc(/C=N/NC(=O)c2ccc(=O)[nH]n2)cc1OC
 : 51%[activator][59 µM], ?, 100µM*, -4%, 0%, 7.9µM*, 2%, ?, 5%
COc1ccc(NC(=O)COC(=O)c2ccc([N+](=O)[O-])o2)cc1Cl
 : -46%, -12%, -2%, 0%, 0%, 5%, -24%, -4%, -10%
Cc1cccc(C)c1OCC(=O)N(Cc1ccc(Cl)cc1)C1CCS(=O)(=O)C1 (stereo unspecified)
 : -9%, -5%, 21%, -2%, -4%, 5%, -14%, -6%, 7%
COc1cccc(NC(=O)C(=O)NCC(c2ccco2)N2CCc3ccccc3C2)c1 (stereo unspecified)
 : ?, -8%, 16%, ., ., ., 5%, -22%, -1%
CN(CC(=O)NCc1ccco1)S(=O)(=O)c1ccc2c(c1)n(C)c(=O)c(=O)n2C
 : 11%[12.7 µM], -3%, -8%[58.9 µM], -2%, 1%, 7%, -3%, -13%, 12%
COc1ccc(Nc2nc(N3CCCC3)c3ccccc3n2)cc1
 : -42%[12.7 µM], -5%, ?, -4%, -8%, 35µM*, ?, -29%, -3%

The list continues.
The line under a structure holds: G9a inh, Pol kappa inh, Pol iota inh, Anesthetic bind, BLM inh, POLB inh, BAZ2B inh, Pol eta inh, APE1 inh
Cc1ccnc(NS(=O)(=O)c2ccc(NC(=O)c3ccc(S(=O)(=O)N(C)C)cc3)cc2)n1
 : 13%, -1%, 13%, 2%, 0%, 47%[activator], -5%, -9%, 9%
COCCCNC(=O)c1ccccc1NS(=O)(=O)c1ccc(C)cc1
 : -5%[12.7 µM], 3%, 2%, -15%, 1%, -24%, 7%, 5%, 3%
COC(=O)Cc1ccc(NC(=S)N2CCN(C)CC2)cc1
 : ?, -8%, 20%, -5%, -7%, 22%, -18%, -4%, ?
CCOc1ccc(CCNC(=O)c2ccc3c(Cl)c4c(nc3c2)CCCC4)cc1
 : -42%[59 µM], -8%, 4%, -1%, -10%, 18%, -11%, -9%, .
CCc1ccc(Nc2nc3ccccc3nc2NS(=O)(=O)c2ccccc2)cc1
 : 35%[59 µM], 1%, 24%, -8%, -11%, -29%, 3%, -15%, .
COCCn1c(C)cc(C(=O)COC(=O)c2cc3c(s2)CCC3)c1C
 : 45µM*, 40µM*, ?, ?, -25%, 10µM*, 40µM*, 8.9µM*, 13µM*
CC(=O)c1cccc(NC(=O)CCC(=O)Oc2ccc(C)cc2)c1
 : 3%, 1%, 34%[activator], -17%, -2%, 28%, 10%, -13%, 3%
CCC(NC(=O)N(Cc1ccccc1)Cc1ccc2c(c1)OCO2)(C(F)(F)F)C(F)(F)F
 : -8%[59 µM], 1%, 13%, -5%, -3%, 0%, 5%, -2%, -1%
COc1ccccc1NC(=O)CSCc1nc2ccccc2[nH]1
 : 10%[59 µM], 0%, -7%, -1%, 0%, 2%, 11%, -16%, 0%
CC[C@@H](C)[C@H](NS(=O)(=O)c1ccc(C)cc1)C(=O)N1CCC(C(=O)NCC(=O)O)CC1
 : -10%, -5%, -8%, -6%, 1%, 25%, 9%, 2%, 0%

Following part:
The line under a structure holds: G9a inh, Pol kappa inh, Pol iota inh, Anesthetic bind, BLM inh, POLB inh, BAZ2B inh, Pol eta inh, APE1 inh
CCC(CC)CN1CCN=C1N(C)C
 : -4%, 3%, 23%, 2%, 0%, -19%, -7%, -7%, 29%
O=C(CSc1ccc(Cl)cc1)NN=C1CCCCCC1
 : ?, -2%, 9%, ?, -8%, 0%, -37%, -22%, -2%
CCN1CCC(N2CCN(c3ccc(Cl)cc3)CC2)CC1
 : 2%[59 µM], -6%, ?, -3%, -8%, 42%, -5%, -10%, 23%
CC1Cc2ccccc2N1C(=O)c1cnc2ccccn2c1=O (stereo unspecified)
 : -10%[59 µM], 2%, -18%[58.9 µM], -4%, 1%, 2%, -3%, -2%, -1%
CCOc1cc(/C=N/NC(=O)c2ccc(O)cc2)ccc1Oc1nc(Cl)ncc1F
 : -45%, -3%[60.1 µM], -8%, -14%, -5%, 17%, ?, -4%, -4%
O=C(/C=C/c1ccco1)NC(=S)Nc1cc(-c2nc3ccccc3s2)ccc1Cl
 : 1%[59 µM], -23%, ?, 40%[activator], -19%, -3%, 6%, 22µM*, 5%
CC(C(=O)O)C(=O)O
 : 10µM*, -7%, -19%, ., ., ., -4%, -1%, -8%
COc1ccccc1CNc1nc2nc3c(c(=O)n2[nH]1)CCC3
 : 30%, -10%, -1%, -7%, 0%, 1%, -1%, -7%, -2%
CCC(=O)NC(c1ccc(OC)cc1)c1c(O)ccc2ccccc12 (stereo unspecified)
 : ?, -5%, -15%, -18%, -7%, -29%, -25%, -7%, -14%
CCOc1ccc(NC(=O)[C@@H]2CCC(=O)N2C2OC(=O)c3ccccc32)cc1 (stereo partly specified)
 : ., 15%, 9%, -8%, -2%, 77%, -12%, -9%, 2%

(next part)
The line under a structure holds: G9a inh, Pol kappa inh, Pol iota inh, Anesthetic bind, BLM inh, POLB inh, BAZ2B inh, Pol eta inh, APE1 inh
O=C(CN(CC1CCCO1)C(=O)CCC(=O)Nc1nccs1)NCc1ccccc1 (stereo unspecified)
 : 16%[59 µM], -6%, -6%, -2%, 4%, -1%, -4%, 1%, -2%
Cc1ccc(C(=O)Nc2cccc(-c3ccc(N4CCOCC4)nn3)c2)cc1[N+](=O)[O-]
 : ?, -4%, ?, ., ., ., -23%, -17%, 33%
CC(C)[C@H](N)c1nnc2n1N=C(c1ccc(Cl)cc1)CS2
 : ?, 12%, 7%, 5%, -2%, 42%, -10%, -9%, 6%
CCSc1cc(C)nc2ncnn12
 : -2%, -14%, 17%, -8%, -6%, 7%, ?, -8%, 0%
